High-throughput results: PubChem BioAssay, several laboratories
MgcRacGAP inhibition = MgcRacGAP GTPase-activating activity inhibitors, confirmation, biochemical, ADP Hunter fluorescence | MgcRacGAP-stimulated Rac1 GTP hydrolysis, ADP Hunter fluorescence; higher % means a stronger effect; GST-tagged Rac1 F28L mutant substrate | inhibition, % at 30 µM, or IC50 in µM where a hit was titrated | hit rate 0.6% among 340,000 | AID 624330;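 active = first-screen hits whose inhibition reached a set limit at any dose in the follow-up dose series; inconclusive = inhibition above the set first-screen limit but never retested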;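 note: fluorescence reports GDP produced by GAP-driven GTP hydrolysis; strong numbers were not always called active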
RSV antiviral HEp-2 = RSV antiviral activity via CPE protection, HEp-2 cells, primary 10 µM value included (AID 2391); CPE inhibition, % at 10 µM, or IC50 in µM where a hit was titrated; hit rate 0.13% among 310,000; HEp-2 cells, RSV-induced CPE inhibition; higher % means a stronger effect; in the data active = a potency from the dose series; inconclusive = CPE inhibition mostly from about 23% at the one dose, without a potency; inactive = the rest, 99 in 100 with CPE inhibition below about 21%; note: strong numbers were not always called active
TNAP activation fold = human TNAP enzyme activators, primary screen, biochemical, luminescent, no phosphate acceptor, uHTS (AID 1001); purified TNAP, luminescent activation assay, no phosphate acceptor; higher activation fold means a stronger effect; activation fold at 20 µM; hits with a dose series show EC50 in µM; hit rate 0.03% among 200,000; in the data active = activation fold from about 3, or a potency from the dose series; inactive = the rest, 99 in 100 with activation fold below about 1.6; note: many of its hits are not listed in these tables
Large T inhibition = TAg ATPase/helicase activity blockers – biochemical (AID 1903). one-dose inhibition, % at 20 µM; IC50 in µM for titrated hits. hit rate 0.39% among 310,000. SV40 large T antigen ATPase/helicase inhibition assay; higher % means a stronger effect; in the data active = a potency from the dose series; inconclusive = inhibition mostly from about 32% at the one dose, without a potency; inactive = the rest, 99 in 100 with inhibition below about 32%; note: strong numbers were not always called active
NTR1 ag = agonists of NTR1, primary screen, imaging, U2OS cells, beta-arrestin-GFP, high content (AID 493036); activation, % at 20 µM; P30989; NTR1-U2OS beta-arrestin-GFP spot imaging, agonist mode; hit rate 0.17% among 330,000;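 active = activation at or above 40% of the spot to cytoplasm intensity ratio, with at least 20 cells analyzed; inconclusive = wells under 20 cells, flagged as cytotoxic or low count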;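 note: 0% = DMSO without peptide and 100% = 100 nM NTR1 peptide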
Target sequence (P30989 whole entry, looked up): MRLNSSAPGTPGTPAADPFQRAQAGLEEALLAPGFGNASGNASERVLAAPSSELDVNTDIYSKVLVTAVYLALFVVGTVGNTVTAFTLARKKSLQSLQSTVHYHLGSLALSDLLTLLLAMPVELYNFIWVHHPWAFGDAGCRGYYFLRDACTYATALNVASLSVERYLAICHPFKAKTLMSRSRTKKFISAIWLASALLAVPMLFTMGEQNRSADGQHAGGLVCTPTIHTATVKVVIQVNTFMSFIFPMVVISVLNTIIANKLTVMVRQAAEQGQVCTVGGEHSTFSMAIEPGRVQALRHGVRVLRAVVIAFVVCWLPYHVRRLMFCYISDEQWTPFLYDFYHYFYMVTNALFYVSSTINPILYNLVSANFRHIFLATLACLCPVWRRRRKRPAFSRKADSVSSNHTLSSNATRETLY
T cell HTS = T cell immune modulation candidate. 2C CD8+ T cell-vesicle binding, flow cytometry; hits give low values. calls only at 7 µM. hit rate 0.068% among 330,000. AID 2052;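 active = response, share of CD8 T cells binding vesicles, and their 90th percentile fluorescence all below set limits, cut at about 80% in these data, passing the limit was not always enough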
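Incubation: binding step 1.5 h, 37 °C, antibody labelling 20 min, ice; system: murine 2C transgenic CD8+ T lymphocytes; technique: cytometric PE anti-B7-1 and Alexa647 anti-CD8 signals after 1% paraformaldehyde fixation; also added: QL9-charged Drosophila Ld/ICAM-1/B7-1 vesicles; control set: naked versus QL9-loaded vesicles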
PhoP inhibition = inhibitors of PhoP regulon expression, primary screen, Salmonella Typhimurium, GFP reporter (AID 1863) | inhibition, % at 50 µM, or IC50 in µM where a hit was titrated | S. Typhimurium PhoP-regulated promoter GFP reporter, 4 h; higher % means a stronger effect | hit rate 0.16% among 300,000;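 active = inhibition over 29.93%, a cutoff 3 SD above the screen mean, later confirmed by dose response; inconclusive = inhibition over 29.93% but no dose response follow-up; inactive = inhibition at most 29.93% or unconfirmed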;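 note: 0% = low Mg2+ inducing control and 100% = high Mg2+ repressing control; strong numbers were not always called active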
UTI89 phage lysis = protection from phage-mediated lysis, alamar blue read-out – E. coli UTI89, K1F phage, bacterial capsule biogenesis inhibitors (AID 488966). E. coli UTI89 K1F phage lysis, alamar blue, 2 h; higher % means a stronger effect. one-dose inhibition, % at 100 µM; IC50 in µM for titrated hits. hit rate 0.02% among 340,000;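 active = phage lysis inhibition, versus mean bacterial control, above a set limit; inconclusive = no clear call, values can overlap the other calls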;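 note: capsule biogenesis inhibitors block K1F phage lysis so surviving cells raise fluorescence; higher fluorescence means more inhibition of phage lysis; actives were called in the ten point dose series up to 300 µM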
Myeloid diff 2 = compounds promoting myeloid differentiation; ER-HoxA9 myeloid progenitors, lysozyme-GFP differentiation, flow cytometry; calls only at 10 µM; hit rate 1% among 360,000; AID 624256;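 active = normalized GFP-positive differentiation at or above the plate's own cutoff, the solvent-only control mean plus 3 SD; inconclusive = no clear call, values can overlap the other calls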;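 note: cells exposed to compound for four days before flow analysis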
T cell HTS vesicle-bound % = second read-out of T cell HTS, no call of its own (marks repeat the call); double positive events, %; measured here: CD8+ vesicle-bound cell fraction;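 binding gate set so that unloaded-vesicle control wells show 10% double positive cells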
NTR1 ag cell count 20 µM = also measured in NTR1 ag; calls as there; cell count; measured here: cell count, cytotoxicity flag
Myeloid diff 2 GFP+ MAC1+ % = recorded beside Myeloid diff 2, whose call it bears; GFP+ MAC1+ double positive, %; measured here: differentiation confirmed by MAC1 staining
Active calls of the source: *; [ ] = dose if it differs, or a comment.

CC1CCN(C(=O)CSc2nc3c(cnn3-c3ccc(Cl)cc3)c(=O)[nH]2)CC1 was read as MgcRacGAP inhibition 1.8%, RSV antiviral HEp-2 1.7%, TNAP activation fold 1, Large T inhibition -0.3%, NTR1 ag 3.6, T cell HTS inactive, PhoP inhibition -4.2%, UTI89 phage lysis 0.1%, Myeloid diff 2 inactive, T cell HTS vesicle-bound % 46.6, NTR1 ag cell count 20 µM 96 and Myeloid diff 2 GFP+ MAC1+ % 2.2.
Cc1ccc(S(=O)(=O)N=C2SCCCS2)cc1 was read as MgcRacGAP inhibition -1.9%, RSV antiviral HEp-2 0.3%, TNAP activation fold 1, Large T inhibition 2.1%, NTR1 ag 2.1, T cell HTS inactive, PhoP inhibition 7.6%, UTI89 phage lysis -1.2%, Myeloid diff 2 inactive, T cell HTS vesicle-bound % 26.8, NTR1 ag cell count 20 µM 46 and Myeloid diff 2 GFP+ MAC1+ % 0.9.
Screening CC(C)CCNC(=O)c1cc(-c2cccs2)nc2ccccc12 returned MgcRacGAP inhibition 13.7%, RSV antiviral HEp-2 8.5%, Large T inhibition 5.5%, NTR1 ag 2.2, T cell HTS inactive, PhoP inhibition -2.5%, UTI89 phage lysis 0.1%, Myeloid diff 2 inactive, T cell HTS vesicle-bound % 61.0, NTR1 ag cell count 20 µM 98 and Myeloid diff 2 GFP+ MAC1+ % 1.0.
For CC(=O)Nc1ccc(-c2nnc(SCc3ccccc3C#N)n2C)cc1 the results were MgcRacGAP inhibition 15.9%, RSV antiviral HEp-2 4.6%, TNAP activation fold 1.1, Large T inhibition 4.3%, NTR1 ag 0.8, T cell HTS inactive, PhoP inhibition -4.3%, UTI89 phage lysis 0.2%, Myeloid diff 2 inactive, T cell HTS vesicle-bound % 59.0, NTR1 ag cell count 20 µM 80 and Myeloid diff 2 GFP+ MAC1+ % 1.1.
CC1CCCC(NC(=O)c2ccc3c(c2)N(Cc2ccccc2)C(=O)CS3=O)C1C (centres undefined) was read as MgcRacGAP inhibition -5.2%, RSV antiviral HEp-2 -0.1%, TNAP activation fold 1, Large T inhibition -0.7%, NTR1 ag 0.2, T cell HTS inactive, PhoP inhibition -5.0%, UTI89 phage lysis 5.3%, Myeloid diff 2 inactive, T cell HTS vesicle-bound % 19.6, NTR1 ag cell count 20 µM 48 and Myeloid diff 2 GFP+ MAC1+ % 1.0.
`Cc1nnc(SCC(=O)c2ccccc2)n1Cc1ccccc1` gave MgcRacGAP inhibition 4.1%, RSV antiviral HEp-2 1.5%, TNAP activation fold 1.1, Large T inhibition 13.2%, NTR1 ag -2.6, T cell HTS inactive, PhoP inhibition 8.4%, UTI89 phage lysis 0.6%[50 µM], Myeloid diff 2 inactive, T cell HTS vesicle-bound % 40.8, NTR1 ag cell count 20 µM 50 and Myeloid diff 2 GFP+ MAC1+ % 0.1.
Screening O=C(Cc1ccccc1)Nc1ccccc1C(=O)N1CCCCCC1 returned MgcRacGAP inhibition -23.3%, RSV antiviral HEp-2 0.0%, TNAP activation fold 1.1, Large T inhibition 6.2%, NTR1 ag -1.0, T cell HTS inactive, PhoP inhibition 11.0%, UTI89 phage lysis 0.2%, Myeloid diff 2 inactive, T cell HTS vesicle-bound % 48.3, NTR1 ag cell count 20 µM 71 and Myeloid diff 2 GFP+ MAC1+ % 0.2.
`OCCC1CN(Cc2cccn2-c2ccccn2)CCN1C1CCCCC1` (centres undefined) gave MgcRacGAP inhibition 5.1%, RSV antiviral HEp-2 -0.4%, TNAP activation fold 1.1, Large T inhibition 9.0%, NTR1 ag 1.5, T cell HTS inactive, PhoP inhibition 3.4%, UTI89 phage lysis -0.3%, Myeloid diff 2 inactive, T cell HTS vesicle-bound % 55.8, NTR1 ag cell count 20 µM 72 and Myeloid diff 2 GFP+ MAC1+ % 0.8.
CCC(CC)c1nc(C#N)c(NCc2ccccc2)o1 was read as MgcRacGAP inhibition 5.9%, RSV antiviral HEp-2 0.5%, TNAP activation fold 1.1, Large T inhibition 0.1%, NTR1 ag 2.0, T cell HTS inactive, PhoP inhibition 16.5%, UTI89 phage lysis 0.6%, Myeloid diff 2 inactive, T cell HTS vesicle-bound % 27.2, NTR1 ag cell count 20 µM 41 and Myeloid diff 2 GFP+ MAC1+ % 0.5.
For COC(=O)c1nn(-c2cccc(Cl)c2)ccc1=O the results were MgcRacGAP inhibition 0.6%, RSV antiviral HEp-2 -0.3%, TNAP activation fold 1.1, Large T inhibition 4.7%, NTR1 ag -0.5, T cell HTS inactive, PhoP inhibition -2.2%, UTI89 phage lysis 0.0%, Myeloid diff 2 inactive, T cell HTS vesicle-bound % 4.1, NTR1 ag cell count 20 µM 47 and Myeloid diff 2 GFP+ MAC1+ % 0.5.
Screening COc1cccc(CNC(=O)CCNC(=O)C2CCN(S(=O)(=O)c3ccc(F)cc3)CC2)c1 returned MgcRacGAP inhibition 11.0%, RSV antiviral HEp-2 1.2%, Large T inhibition 8.6%, NTR1 ag 1.9, T cell HTS inactive, PhoP inhibition 2.5%, UTI89 phage lysis 0.2%, Myeloid diff 2 inactive, T cell HTS vesicle-bound % 38.0, NTR1 ag cell count 20 µM 43 and Myeloid diff 2 GFP+ MAC1+ % 1.8.
`COc1cccc(N2CC(C(=O)Nc3nnc(SCC(=O)N4CCCC4)s3)CC2=O)c1` (centres undefined) gave MgcRacGAP inhibition 11.2%, RSV antiviral HEp-2 1.9%, Large T inhibition 7.1%, NTR1 ag 1.3, T cell HTS inactive, PhoP inhibition 0.2%, UTI89 phage lysis 0.0%, Myeloid diff 2 inactive, T cell HTS vesicle-bound % 47.3, NTR1 ag cell count 20 µM 63 and Myeloid diff 2 GFP+ MAC1+ % 1.6.
C/C(=N\NC(=O)CN1CCN(S(=O)(=O)c2ccc(C)cc2)CC1)c1cccnc1 was read as MgcRacGAP inhibition 2.8%, RSV antiviral HEp-2 0.8%, TNAP activation fold 1.1, Large T inhibition 10.1%, NTR1 ag 0.8, T cell HTS inactive, PhoP inhibition -6.5%, UTI89 phage lysis 6.6%, Myeloid diff 2 inactive, T cell HTS vesicle-bound % 26.9, NTR1 ag cell count 20 µM 44 and Myeloid diff 2 GFP+ MAC1+ % 0.1.
COc1ccc(N2CCc3c(C)nc4c(OC)cccc4c32)cc1 was read as MgcRacGAP inhibition 21.5%, RSV antiviral HEp-2 0.2%, TNAP activation fold 1.1, Large T inhibition 28.5%, NTR1 ag 9.5, T cell HTS inactive, PhoP inhibition -0.9%, UTI89 phage lysis 0.2%, Myeloid diff 2 inconclusive, T cell HTS vesicle-bound % 44.5 and NTR1 ag cell count 20 µM 57.
For CC1(C2CC2)NC(=O)N(CC(=O)NCC(=O)Nc2ccc(F)c(F)c2F)C1=O (centres undefined) the results were MgcRacGAP inhibition 0.5%, NTR1 ag -0.5, T cell HTS inactive, UTI89 phage lysis 6.1%, Myeloid diff 2 inactive, T cell HTS vesicle-bound % 30.2, NTR1 ag cell count 20 µM 50 and Myeloid diff 2 GFP+ MAC1+ % 0.7.
CCOc1ccc(-c2nnn(CC(=O)Nc3cc(OC)ccc3OC)n2)cc1OCC was read as MgcRacGAP inhibition 5.7%, RSV antiviral HEp-2 -0.2%, TNAP activation fold 1.1, Large T inhibition 5.8%, NTR1 ag 0.5, T cell HTS inactive, PhoP inhibition -9.0%, UTI89 phage lysis 0.4%, Myeloid diff 2 inactive, T cell HTS vesicle-bound % 46.0, NTR1 ag cell count 20 µM 54 and Myeloid diff 2 GFP+ MAC1+ % 3.4.
Screening CCC(=O)n1nc(-c2ccc(OC)cc2)nc1N returned MgcRacGAP inhibition 13.8%, RSV antiviral HEp-2 -0.4%, TNAP activation fold 0.5, Large T inhibition 9.7%, NTR1 ag 0.4, T cell HTS inactive, PhoP inhibition -0.1%, UTI89 phage lysis 0.4%, Myeloid diff 2 inactive, T cell HTS vesicle-bound % 0.7, NTR1 ag cell count 20 µM 57 and Myeloid diff 2 GFP+ MAC1+ % 1.1.
Screening Cn1cc(C(=O)N2CCc3ccccc3C2)c(=O)c2cc(S(=O)(=O)N3CCCCC3)ccc21 returned RSV antiviral HEp-2 1.9%, TNAP activation fold 1, Large T inhibition 5.5%, NTR1 ag 0.5, T cell HTS inactive, PhoP inhibition -6.1%, T cell HTS vesicle-bound % 49.7 and NTR1 ag cell count 20 µM 76.
Screening COc1ccc([N+](=O)[O-])cc1N(CC(O)CN1C(=O)NC(C)(C)C1=O)S(=O)(=O)c1ccccc1 (centres undefined) returned MgcRacGAP inhibition 4.7%, RSV antiviral HEp-2 1.6%, Large T inhibition 3.4%, NTR1 ag 0.8, T cell HTS inactive, PhoP inhibition 9.4%, UTI89 phage lysis -0.3%, Myeloid diff 2 inactive, T cell HTS vesicle-bound % 52.1, NTR1 ag cell count 20 µM 50 and Myeloid diff 2 GFP+ MAC1+ % 0.0.
COCCn1nnnc1C(c1cc2ccc(OC)cc2[nH]c1=O)N1CCc2ccccc2C1 (centres undefined) was read as MgcRacGAP inhibition -2.1%, RSV antiviral HEp-2 1.1%, TNAP activation fold 1, Large T inhibition 16.8%, NTR1 ag 1.8, T cell HTS active, PhoP inhibition -3.7%, UTI89 phage lysis inconclusive, Myeloid diff 2 inactive, T cell HTS vesicle-bound % 16.7*, NTR1 ag cell count 20 µM 42 and Myeloid diff 2 GFP+ MAC1+ % 6.5.
O=C(COc1cc(Cl)ccc1Cl)Nc1nnc(C2CC2)s1 was read as MgcRacGAP inhibition 8.0%, RSV antiviral HEp-2 1.1%, Large T inhibition -9.4%, NTR1 ag -1.0, T cell HTS inactive, PhoP inhibition 10.8%, UTI89 phage lysis -0.2%, Myeloid diff 2 inactive, T cell HTS vesicle-bound % 8.6, NTR1 ag cell count 20 µM 60 and Myeloid diff 2 GFP+ MAC1+ % 3.5.
O=C(Nc1ccnc(-c2cccnc2)n1)c1ccc(F)cc1 was read as RSV antiviral HEp-2 2.5%, TNAP activation fold 1, Large T inhibition 1.4%, NTR1 ag 0.2, T cell HTS inactive, PhoP inhibition -7.5%, T cell HTS vesicle-bound % 63.0 and NTR1 ag cell count 20 µM 91.
